CSN deneddyl inh – inhibitors of CSN-mediated cullin deneddylation, primary screen, biochemical, fluorescence polarization, uHTS | 360,000 compounds, 0.38% hits | inhibition, % at 12.5 µM | AID 651999, 2013 | COP9 signalosome complex subunit 5 (Homo sapiens), Q92905 | Purified CSN, SCF-Nedd8-OG deneddylation;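 active = pattern-corrected inhibition above about 35%, with an unprinted fluorescence ratio check between 0.5 and 1.5, limit read from the data, passing the limit was not always enough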;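 note: 0% = enzyme with substrate and 100% = substrate without enzyme; some results filed as inactive read as strong as hits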
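Material: human Csn5 produced in HEK293T cells; Input: enzyme 0.24 nM; Reagent: SCFSkp2-Nedd8OG substrate at 10 nM final; Dosing: 12.5 µM compound; Incubation: 90 min reaction at room temperature; Detection: fluorescence polarization of the substrate; Evaluation: % inhibition of substrate cleavage by Csn5; Control set: substrate-only high control, full reaction low control.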
DNMT1 inh – human DNMT1 methyltransferase inhibitors, primary screen, biochemical, molecular beacon, fluorescence, HinP1I cleavage, uHTS; inhibition (reported as % activation of signal), % at 10 µM; 360,000 compounds, 0.83% hits; AID 588458, 2011; DNA (cytosine-5)-methyltransferase 1 (Homo sapiens), P26358; in the data active = inhibition above about 50%
Scp1 inh – Scp-1 phosphatase inhibitors, primary screen, biochemical, colorimetric, uHTS | Carboxy-terminal domain RNA polymerase II polypeptide A small phosphatase 1 (Homo … | Recombinant Scp1, phosphopeptide, malachite green phosphate absorbance | AID 493091, 2011 | 340,000 compounds, 0.88% hits | inhibition, % at 20 µM;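 active = inhibition above about 50% at 20 µM, limit read from the data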;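 note: plate controls were DMSO wells with enzyme for no effect and wells lacking enzyme for full effect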
Target sequence (Q9GZU7 76-261 limits assumed): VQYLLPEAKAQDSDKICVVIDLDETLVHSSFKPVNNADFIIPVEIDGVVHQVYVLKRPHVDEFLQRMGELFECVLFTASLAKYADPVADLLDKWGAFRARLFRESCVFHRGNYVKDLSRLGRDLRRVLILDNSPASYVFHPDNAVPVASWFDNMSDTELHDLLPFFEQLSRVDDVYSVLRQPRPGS
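Test system: SCP-1 phosphatase catalytic domain, residues 76-261 | Compound dosing: One concentration, 20 µM, with 1.0% DMSO | Schedule: 45 min room-temperature reaction, 5 min colour, 30 min stabiliser | Detection: Absorbance at 630 nm | Read-out basis: % inhibition of SCP-1 phosphate liberation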
STEP block – STEP phosphatase inhibitors, primary screen, biochemical, fluorescence intensity, uHTS. Tyrosine-protein phosphatase non-receptor type 5 (Homo sapiens), P54829. recombinant STEP, OMFP fluorogenic substrate. inhibition, % at 20 µM. 360,000 compounds, 0.25% hits;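 active = inhibition at 20 µM, scaled per plate between control wells, above about 37%, limit read from the data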;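 note: 0% = DMSO with enzyme and substrate and 100% = substrate only without enzyme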
Target sequence (P54829 whole entry, looked up): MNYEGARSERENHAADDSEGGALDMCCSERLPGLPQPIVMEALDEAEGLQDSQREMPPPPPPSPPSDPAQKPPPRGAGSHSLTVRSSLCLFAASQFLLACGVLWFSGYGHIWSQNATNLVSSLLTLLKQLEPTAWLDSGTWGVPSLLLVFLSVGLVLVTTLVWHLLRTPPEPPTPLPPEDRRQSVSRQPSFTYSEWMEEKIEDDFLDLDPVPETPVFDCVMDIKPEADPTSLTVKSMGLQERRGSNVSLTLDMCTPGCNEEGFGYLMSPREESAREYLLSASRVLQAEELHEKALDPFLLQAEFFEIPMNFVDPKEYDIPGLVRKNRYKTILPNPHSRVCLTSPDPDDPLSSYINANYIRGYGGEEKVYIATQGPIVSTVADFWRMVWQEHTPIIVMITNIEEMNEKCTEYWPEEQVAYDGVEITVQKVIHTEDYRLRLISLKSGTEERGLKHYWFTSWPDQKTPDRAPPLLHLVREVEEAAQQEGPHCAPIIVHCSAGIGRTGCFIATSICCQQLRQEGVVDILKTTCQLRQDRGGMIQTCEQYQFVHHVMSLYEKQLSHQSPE
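medium = Bis-Tris buffer pH 6.0, 2.5 mM DTT, 0.005% Tween 20 | test system = STEP (striatal-enriched tyrosine phosphatase) enzyme, cell-free | measure = normalized % inhibition | compound dosing = 20 µM, 1% DMSO | also added = 25 µM OMFP | schedule = reaction 20 min, ambient temperature | measured by = fluorescence read at 480 nm ex / 540 nm em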
TbMetRS inhib – T. brucei MetRS inhibitors, primary screen, biochemical, luminescence. purified T. brucei MetRS, ATP depletion, Kinase-Glo luminescence. inhibition, % at 11.9 µM. 360,000 compounds, 0.4% hits. methionyl-tRNA synthetase (Trypanosoma brucei brucei);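 active = inhibition above a per-plate cutoff of the control wells' mean inhibition plus 3 SD, cut at about 5.5% in these data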;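 note: 0% = DMSO wells median and 100% = median of wells with control inhibitor compound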
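Measured by: Kinase-Glo luciferase luminescence reporting remaining unconsumed ATP. Material: purified T. brucei MetRS enzyme. Doses: 11.9 µM compound single dose, 0.9% DMSO. Medium: HEPES buffer containing pyrophosphatase, BSA, spermine, DTT. Times: 15 min preincubation, 2 h reaction, all 25 °C. Reagent: methionine, ATP and bulk E. coli tRNA.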
PABP1 MLLE inh – inhibitors of PABP1 MLLE–PAM2 peptide binding, primary screen, biochemical, fluorescence polarization, FITC-PAM2, GST-MLLE; Polyadenylate-binding protein 1 (Homo sapiens), P11940; inhibition, % at 20 µM; 360,000 compounds, 0.36% hits; AID 588489, 2011; in the data active = inhibition above about 35%, passing the limit was not always enough;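 note: plate controls were DMSO wells with GST-MLLE for no effect and wells lacking GST-MLLE protein for full effect; some results filed as inactive read as strong as hits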
Rpn11 block – Rpn11 (PSMD14) deubiquitinase inhibitors, primary screen, biochemical, fluorescence polarization, uHTS; calls only at 20 µM; 360,000 compounds, 0.59% hits; human 26S proteasome, Ub4-pepOG fluorescence polarization; 20S core pre-blocked with epoxomicin; 26S proteasome non-ATPase regulatory subunit 14 (Homo sapiens), O00487;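 active = inhibition at 20 µM, scaled to each plate's controls, above about 33%, limit read from the data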
Target sequence (O00487 whole entry, looked up): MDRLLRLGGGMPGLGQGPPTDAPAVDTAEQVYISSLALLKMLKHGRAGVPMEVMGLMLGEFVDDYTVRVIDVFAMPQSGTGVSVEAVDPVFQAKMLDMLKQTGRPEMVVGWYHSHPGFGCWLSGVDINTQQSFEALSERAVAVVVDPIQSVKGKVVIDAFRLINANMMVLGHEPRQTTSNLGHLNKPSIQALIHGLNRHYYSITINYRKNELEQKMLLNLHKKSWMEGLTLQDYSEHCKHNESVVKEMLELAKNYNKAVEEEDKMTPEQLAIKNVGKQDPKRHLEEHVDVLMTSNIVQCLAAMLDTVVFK
SUMO1 PPI mod – modulators of SUMO1 protein-protein interactions, primary screen, biochemical, uHTS; Small ubiquitin-related modifier 1 (Homo sapiens), P63165; SUMO1 binding to a labelled peptide, TR-FRET, 1 h; inhibition, % at 20 µM; 360,000 compounds, 0.33% hits; AID 602429, 2012; in the data active = inhibition above about 37%
LMPTP block – LMPTP phosphatase inhibitors, primary screen, biochemical, fluorescence intensity, uHTS; Low molecular weight phosphotyrosine protein phosphatase (Homo sapiens), P24666; recombinant LMPTP-A, OMFP fluorogenic substrate; inhibition, % at 20 µM; 360,000 compounds, 0.22% hits; AID 651560, 2012;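 active = compounds that cut the enzyme signal by at least half of the control window in the single-dose screen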;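 note: plate controls were DMSO wells with enzyme plus substrate for no effect and substrate without enzyme for full effect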
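test system = LMPTP-A | amount = 0.625 nM LMPTP-A final | reagent = fluorogenic phosphatase substrate OMFP at 400 µM final | incubation = 50 min at room temperature | benchmarks = no-enzyme low control, uninhibited high control | medium = Bis-Tris pH 6.0, DTT, detergent | signal = fluorescence intensity of OMFP turnover product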
NadD inh – inhibitors of S. aureus NadD, primary screen, biochemical, colorimetric, uHTS; purified NadD enzyme, colorimetric absorbance read-out; Nicotinate-nucleotide adenylyltransferase NadD (Staphylococcus aureus N315); inhibition, % at 20 µM; 360,000 compounds, 0.78% hits; in the data active = inhibition above about 26%; note: some compounds past the cut are filed as inactive
* hit, by the source's call; i = inactive; . = not tested or not shown; + = active, no number. Hits appear at their usual frequency; any-hit rate near 3.6%.

SMILES	CSN deneddyl inh	DNMT1 inh	Scp1 inh	STEP block	TbMetRS inhib	PABP1 MLLE inh	Rpn11 block	SUMO1 PPI mod	LMPTP block	NadD inh
CCOc1ccc(C(=O)N(Cc2ccccc2)c2cccc(C)c2)cc1OC	-5	-1	-12	0	0.0	-10	i	6	0.7	4
Cc1[nH]ncc1Nc1c(C(C)C)cccc1C(C)C	-2	-3	.	0	-0.4	1	i	5	-0.4	12
COc1cc(OC)c(C2=NOC(C(=O)NCc3cccs3)C2)cc1Cl (stereo not drawn)	-2	3	-3	1	-0.8	24	i	1	-1.3	-7
CCOC(=O)c1ccc(S(=O)(=O)N2CCN(CCc3ccncc3)CC2)cc1	-5	0	-1	-3	-0.2	-5	i	4	-0.5	-6
CC(=O)C1=C(O)C(=O)N(Cc2ccccc2)C1c1ccc(Cl)cc1 (stereo not drawn)	1	1	-6	5	-0.8	15	i	1	-1.2	-1
CCCCCOC(=O)Nc1ccc(S(=O)(=O)Nn2cnnc2)cc1	0	1	5	-2	-0.3	-4	i	-2	0.1	2
CSCCC1NC2(C(=O)Nc3c2ccc(Cl)c3C)[C@@H]2C(=O)N(C3CCCC3)C(=O)[C@H]12 (stereo partly drawn)	3	13	13	-3	-1.0	-5	i	3	1.0	10
COc1cc(C(=S)N2CCOCC2)cc(OC)c1OC(=O)c1ccc(C)cc1	5	-1	3	1	-1.2	11	i	0	1.0	2
Cc1cccc(NC(=O)c2cc3c(s2)-c2c(C)cccc2OC3)n1	5	14	0	1	-0.9	-6	i	6	8.1	4
Cc1c(O)ccc(C(=O)COc2ccccc2F)c1O	0	-6	-5	-8	-0.9	8	i	-1	-2.1	0
COc1ccc(CCNC(=O)c2ccc(N(C)S(=O)(=O)c3ccc(C)cc3)cc2)cc1	-1	3	-19	-1	-0.5	-10	i	-3	5.8	-4
CN(C)S(=O)(=O)c1cccc(C(=O)OCC(=O)NC2CCCc3ccccc32)c1 (stereo not drawn)	-3	4	-1	-2	-0.8	-24	i	2	-1.0	0
CC(=O)Nc1cc(C)ns1	2	7	4	1	-0.3	-1	i	-1	0.4	0
Cc1ccc(-c2nnn(CC(=O)N(CCN3CCOCC3)C(C(=O)NC3CCCC3)c3ccncc3)n2)o1 (stereo not drawn)	-2	-1	-10	1	0.2	1	i	-2	-0.7	5
Cc1cccc(NC(NC(=O)c2cccnc2)C(Cl)(Cl)Cl)c1 (stereo not drawn)	4	-2	-2	-3	-0.9	-1	i	0	-2.0	8

Record cards, from the list above. Order of values: CSN deneddyl inh, DNMT1 inh, Scp1 inh, STEP block, TbMetRS inhib, PABP1 MLLE inh, Rpn11 block, SUMO1 PPI mod, LMPTP block, NadD inh
`CCOC(=O)c1ccc(S(=O)(=O)N2CCN(CCc3ccncc3)CC2)cc1` is listed with -5, 0, -1, -3, -0.2, -5, i, 4, -0.5, -6
`COc1cc(OC)c(C2=NOC(C(=O)NCc3cccs3)C2)cc1Cl` (stereo not drawn) is listed with -2, 3, -3, 1, -0.8, 24, i, 1, -1.3, -7

New compounds follow.
SMILES	CSN deneddyl inh	DNMT1 inh	Scp1 inh	STEP block	TbMetRS inhib	PABP1 MLLE inh	Rpn11 block	SUMO1 PPI mod	LMPTP block	NadD inh
CCc1ccc2nc3sc(C(=O)O)cc3cc2c1	5	-1	1	2	-0.8	0	i	-17	-0.3	-3
Cc1cc(C)nc(-n2nc(C)c3c(C(=O)O)cc(-c4cccc(Br)c4)nc32)n1	2	3	3	3	0.7	-11	i	-2	0.0	-4
Cc1c(C)[n+](=O)c(-c2ccc(F)cc2)c(C)n1[O-]	2	3	0	-2	-0.9	3	i	0	-0.2	-1
COc1ccc(CN(C(=O)CN2C(=O)COc3ccccc32)C2CCCC2)c(OC)c1	4	-7	-8	1	0.1	-5	i	2	0.9	-6
COc1ccc(Br)cc1CN(C)C(=O)Cc1ccc(S(=O)(=O)N2CCOCC2)s1	0	1	-8	1	-0.4	-13	i	-4	0.2	0
CC(NC(=O)CN1CCN(c2ccc(Cl)cc2)CC1)c1ccccc1 (stereo not drawn)	-4	-2	-5	0	-0.5	4	i	4	0.2	1
CC(Sc1c[nH]c2ccccc12)C(=O)O (stereo not drawn)	-1	-8	-6	-1	0.5	18	i	3	-0.4	-2
O=C1C2ON(c3ccccc3)C(c3cccnc3)C2C(=O)N1c1ccc(Cl)c(Cl)c1 (stereo not drawn)	-4	2	6	-2	-0.3	-5	i	9	1.0	6
N#C/C(=N\Nc1cc(Cl)cc(Cl)c1)c1nnc2n1CCCCC2	4	-3	3	2	24*	-19	i	-19	1.2	4
O=c1ccc(-c2ccccc2)nn1Cc1ccccc1	1	3	-5	2	-0.4	12	i	-3	-0.6	-7
O=C(c1cc(-c2ccc(Cl)c(Cl)c2)on1)N1CCOCC1	2	1	-9	-3	-0.3	-4	i	2	0.0	-4
CCCCNC(=O)C1(NC(=O)Nc2ccc(C)cc2)CCCCC1	-2	3	5	-2	0.6	2	i	-3	-0.8	-2
O=C(NCc1ccc(F)cc1)c1cccc2c1C(=O)c1ccc(N3CCOCC3)cc1S2(=O)=O	11	3	2	-1	-0.4	-48	+	-87	0.7	3
CCCCNC(=O)N(O)C1N(/N=C/c2ccco2)C(=S)SC1(C)C (stereo not drawn)	6	0	-5	-2	-0.2	8	i	-5	-0.1	0
COCCCNC(=O)CC1C[C@H](C(=O)N(C(C)C)C(C)C)[C@@]2(C)c3[nH]c4ccccc4c3CCN2C1=O (stereo partly drawn)	8	0	-8	-1	-1.1	0	i	-3	-1.9	4
O=C(CSc1nc2ccccc2s1)N/N=C/c1ccco1	-3	8	4	0	-0.7	23	i	-5	-1.6	3
CC1(NC(=O)c2cccc(S(=O)(=O)N3CCN(c4ccc(F)cc4)CC3)c2)CCS(=O)(=O)C1 (stereo not drawn)	-3	-2	4	-2	0.1	0	i	2	-0.3	-1
COc1ccc(C(=O)OCC(=O)c2ccc(Br)s2)c(OC)c1	1	-3	-13	3	-0.2	1	i	-9	0.3	-9
N#Cc1ccc(CSc2nc(N)cc(N)n2)cc1	0	-1	-10	-2	-0.4	-8	i	3	1.5	-2
COc1ccc(/C=C/C(=O)NC(=S)NN2CCCCC2c2cccnc2)cc1 (stereo not drawn)	0	0	0	3	-0.5	10	i	-4	-1.6	8
Cc1cc(N2CCN(c3cccc(C(F)(F)F)c3)CC2)n2ncnc2n1	-3	1	0	-4	-0.1	-3	i	0	-0.8	0
CC1CCN(c2ccc(C(=O)O)cc2)CC1	0	5	-4	-2	-0.9	-2	i	-2	-0.5	1
C/C(=N\NC(=O)C(c1ccncc1)N1CCOCC1)c1ccc(Br)cc1 (stereo not drawn)	0	2	1	4	-1.0	0	i	3	-0.9	2
O=C(NNc1c(Cl)cncc1Cl)c1cccs1	-1	-1	-11	-1	-0.4	-54	i	1	-0.9	2
CC(C)C(NC(=O)c1c(F)cccc1F)C(=O)N1CCN(c2ncccn2)CC1 (stereo not drawn)	0	8	-9	-3	-0.2	4	i	7	-0.6	-3
COc1ccc(NC(=O)c2cc(-c3ccccc3O)n[nH]2)cc1Cl	0	7	-9	-1	-0.2	-1	i	1	-1.7	9
CC1(c2ccccc2)NC(=O)N(CC(=O)NC(=O)NCc2ccco2)C1=O (stereo not drawn)	1	1	1	-2	-0.3	-4	i	3	-0.4	-2
Cc1cc(C(=O)NNCc2ccccc2)no1	0	3	-6	0	-0.5	7	i	3	-2.0	0
COc1ccc(N(C(C)C(=O)NCCSCc2cccc(Cl)c2)S(C)(=O)=O)cc1 (stereo not drawn)	-1	-1	-4	-1	0.2	2	i	-3	0.1	-6
CCc1ccc(N2CCN(S(=O)(=O)CC34CCC(CC3=O)C4(C)C)CC2)cc1 (stereo not drawn)	1	5	-10	0	-0.5	-1	i	6	0.4	1
CSc1ncc(CN2CCc3c([nH]c4ccccc34)C2C(C)(C)C)cn1 (stereo not drawn)	-5	2	-7	-2	-0.7	-8	i	4	2.5	3
O=C(COC(=O)c1nc(Cl)ccc1Cl)NC1CCCCCC1	2	2	-6	0	-0.2	-2	i	0	0.0	-1
Cn1c(=O)c2c(SCc3ccccc3)nc(C3CC3)nc2n(C)c1=O	-6	3	-10	1	-0.7	6	i	0	1.3	-4
CC(=O)Nc1cc(-c2ccoc2)cn2c(-c3ccccc3)cnc12	10	-1	.	-3	0.1	-44	.	5	0.1	2
Cc1ccc(N(CC(=O)N/N=C/c2cccs2)S(C)(=O)=O)cc1	-7	-3	-1	121*	-0.5	12	+	-4	0.1	-2
CCN(C(=O)c1cn(C)c(=O)c2cc(OC)c(OC)cc12)c1cc(C)ccc1C	4	1	1	-1	0.3	9	i	-1	-0.4	-1
CCc1cc(C(=O)NNC(=S)NC(C)c2ccccc2)cs1 (stereo not drawn)	-1	3	0	-4	-0.6	1	i	1	-0.1	-7
O=C(NC1CCCCC1)C(c1ccc2ncccc2c1)N(Cc1cccs1)C(=O)c1cccs1 (stereo not drawn)	-5	1	0	1	-0.4	8	i	2	1.5	8
COc1ccc(/C=C(\NC(=O)c2ccccc2)C(=O)NCc2cccnc2)cc1	2	3	-1	0	0.1	5	i	-1	0.2	2
CCOC(=O)Cc1csc(NC(=O)c2cc(OC)cc(OC)c2)n1	0	1	-8	-2	-0.1	11	i	-4	-0.8	-4

Compound activity from PubChem BioAssay.
